# Screens: PubChem, Sanford-Burnham Center for Chemical Genomics
# Jurkat NFkB inh: inhibitors of the PMA/ionomycin-induced NF-kB reporter in Jurkat cells | PMA/ionomycin-induced NF-kB luciferase reporter, luminescence | hit rate 0.53% among 330,000 | AID 435003 | inhibition, % at 4 µM; in the data active = inhibition above about 50%
# UPR XBP1 act: activators of adaptive arm of unfolded protein response (XBP1); CHO-XBP1 luciferase reporter, IRE1-XBP1 UPR activation, luminescence; percent of tunicamycin response, DMSO as zero; activation, % at 20 µM; hit rate 0.33% among 330,000;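 active = versus positive control, 20 µM dose yields 30% or more activation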;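 also: 100% = tunicamycin at 10 µg/mL and 0% = DMSO only wells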
#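 Test system: CHO-XBP1 luciferase reporter cells | Buffer or medium: Serum-containing F12 medium, 10% FBS | Schedule: 6 h compound exposure at 37 °C, 5% CO2 | Detection: Steady-Glo luciferase glow luminescence, 10 min after reagent addition | Read-out basis: Activation, % of tunicamycin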
# UPR CHOP act: apoptotic UPR (CHOP) activation; CHO-CHOP luciferase reporter, luminescence; percent of tunicamycin response over DMSO baseline; activation, % at 10 µM; hit rate 0.34% among 330,000;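 active = at 10 µM dose, activation of 40% or more, normalized to positive control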;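 also: 100% = tunicamycin at 10 µg/mL and 0% = DMSO alone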
#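 Evaluation: % reporter activation, DMSO baseline versus tunicamycin full activation; System: CHO-CHOP luciferase reporter cell line; Input: 500 cells/well; Incubation: 6 h compound treatment, 37 °C; Measured by: Steady-Glo luciferase luminescence; Dosing: one dose, 10 µM in 0.5% DMSO; Buffer or medium: F12 medium, 10% FBS; Benchmarks: positive tunicamycin 10 µg/mL, negative DMSO alone.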
# TIM10 inh: TIM10 yeast growth inhibition. S. cerevisiae TIM10 strain growth, BacTiter-Glo luminescence, 24 h. inhibition, % at 10 µM. hit rate 1.4% among 330,000;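 active = inhibition of 40% or more at the single tested concentration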;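 also: wild-type TIM10 isogenic control strain grown at permissive 25 °C; 0% = DMSO yeast wells and 100% = minimal medium wells without yeast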
# 697 NFkB inh: lowers PMA/ionomycin-induced NF-kB signal in 697 B cells; 697 B-cell NF-kB luciferase reporter, 16 h; inhibition, % at 4 µM; hit rate 0.33% among 330,000; in the data active = inhibition above about 35%
# Mdm2 MdmX PPI: disrupts the human Mdm2-MdmX interaction | O15151+Q00987 | inhibition, % at 8 µM | SaOS-2 split-luciferase Mdm2/MdmX complementation, luminescence | hit rate 3% among 330,000 | AID 485346;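 active = inhibition of at least 50% at 8 µM in the primary screen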
# Target sequence (O15151 whole entry, looked up): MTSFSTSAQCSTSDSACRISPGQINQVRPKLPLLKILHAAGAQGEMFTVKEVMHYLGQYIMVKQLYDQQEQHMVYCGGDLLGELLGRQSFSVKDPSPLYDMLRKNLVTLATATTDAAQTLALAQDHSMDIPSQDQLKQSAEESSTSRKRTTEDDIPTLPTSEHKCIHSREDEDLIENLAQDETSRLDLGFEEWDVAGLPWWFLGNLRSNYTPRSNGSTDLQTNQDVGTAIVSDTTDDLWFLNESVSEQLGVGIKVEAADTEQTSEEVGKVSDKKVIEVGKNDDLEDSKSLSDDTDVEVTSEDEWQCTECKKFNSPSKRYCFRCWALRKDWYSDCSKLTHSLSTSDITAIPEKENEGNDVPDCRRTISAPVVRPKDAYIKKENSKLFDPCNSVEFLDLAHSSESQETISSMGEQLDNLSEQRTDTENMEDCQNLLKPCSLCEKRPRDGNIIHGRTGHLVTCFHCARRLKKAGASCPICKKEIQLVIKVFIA
# Target sequence (Q00987 whole entry, looked up): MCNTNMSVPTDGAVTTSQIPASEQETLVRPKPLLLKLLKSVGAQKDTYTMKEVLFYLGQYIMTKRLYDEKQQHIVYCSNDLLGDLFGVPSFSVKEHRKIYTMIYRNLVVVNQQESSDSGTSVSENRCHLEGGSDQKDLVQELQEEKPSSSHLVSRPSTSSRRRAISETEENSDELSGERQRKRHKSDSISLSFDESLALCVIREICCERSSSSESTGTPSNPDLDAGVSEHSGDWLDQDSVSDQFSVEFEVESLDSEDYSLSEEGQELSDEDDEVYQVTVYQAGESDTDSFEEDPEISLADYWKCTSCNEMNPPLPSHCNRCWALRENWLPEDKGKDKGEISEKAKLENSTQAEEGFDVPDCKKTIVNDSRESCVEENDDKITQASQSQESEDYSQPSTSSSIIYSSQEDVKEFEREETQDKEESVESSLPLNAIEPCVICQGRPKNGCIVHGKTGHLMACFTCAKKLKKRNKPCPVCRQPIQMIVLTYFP
# tim23-1 inh: inhibits growth of tim23-1 mutant yeast; hit rate 1.3% among 330,000; S. cerevisiae tim23-1 growth, BacTiter-Glo luminescence, 24 h; inhibition, % at 20 µM; AID 463212;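 active = growth inhibition of the mutant yeast at or above 50%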;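 also: temperature-sensitive mutant grown at 25 °C; plate controls were DMSO-treated mutant yeast for no effect and medium wells lacking yeast for full effect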
# tim10-1 inh: inhibits growth of tim10-1 mutant yeast; S. cerevisiae tim10-1 ts strain growth, BacTiter-Glo, 24 h; inhibition, % at 20 µM; hit rate 2.2% among 330,000; AID 463190;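 active = inhibition of at least 40%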;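 also: mutant grown at 25 °C; 0% = DMSO wells with yeast and 100% = wells holding no yeast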
# Starred values were filed as active, the others as inactive; . = not tested or not shown. This is a random part of the collection; 6.6% or so of the library scored in one or more.
SMILES,Jurkat NFkB inh,UPR XBP1 act,UPR CHOP act,TIM10 inh,697 NFkB inh,Mdm2 MdmX PPI,tim23-1 inh,tim10-1 inh
COc1ccccc1-n1cc(-c2ccccc2)c2c(=S)nc[nH]c21,2.0,-4.7,0.5,30.8,0.7,34.6,41.4,48.4*
COc1ccccc1/C=C1\SC(=O)N(CCC(=O)N2CCCCC2CCO)C1=O (stereo not drawn),4.1,-1.9,0.9,20.7,15.3,28.0,26.4,19.3
CCCNC(=O)c1ccccc1NC(=O)Cc1ccc(OC)c(S(=O)(=O)N2CCOCC2)c1,7.4,0.2,2.4,-10.4,-4.2,7.7,-5.8,-12.5
Cc1cc(C)cc(NC(=S)N2CCN(c3ncc(C(F)(F)F)cc3Cl)CC2)c1,10.8,1.3,-0.5,24.9,10.3,8.4,9.9,28.3
Cc1ccc(C)c(NC(=O)CN2C(=O)COc3ccc(S(=O)(=O)N4CCCC4)cc32)c1,5.6,-1.7,2.6,2.2,10.3,24.0,4.3,13.9
CCOc1ncccc1C(=O)OCC(=O)c1cc(OC)ccc1OC,10.4,-2.4,0.4,5.1,18.7,21.3,28.4,22.6
Cc1ccsc1CN(C(=O)c1ccc([N+](=O)[O-])cc1)C1CCS(=O)(=O)C1 (stereo not drawn),-11.1,-2.6,0.0,-2.2,-0.3,13.5,-5.5,-4.4
O=C(Nc1nncs1)c1ccccc1NS(=O)(=O)c1cccs1,13.4,0.7,-5.1,10.7,22.6,18.7,-3.7,7.1
O=C(NCCCNCc1ccccc1)c1ccc(/C=N/O)nc1,-5.4,-0.9,0.8,-13.8,8.0,7.6,-11.9,17.2
Cc1ccc(C(=O)CCC(=O)NCc2ccc(Cl)cc2)cc1,-4.3,-0.3,-1.3,3.6,0.0,-10.8,26.3,2.6
CCCCC(=O)Nc1ccnc(-c2cccnc2)n1,-16.6,-0.7,-0.6,11.7,0.3,-8.1,23.5,22.8
O=C(Cn1cnc2ccccc21)NCc1ccccc1,6.6,-2.1,0.4,-13.5,10.4,10.5,-11.5,8.3
COCCCNC(=O)CC1C[C@H](C(=O)N2CCCCC2)[C@@]2(CCc3ccccc3)c3[nH]c4ccc(OC)cc4c3CCN2C1=O (stereo partly drawn),.,1.2,2.1,10.0,4.1,11.5,33.7,14.3
Cc1sc2ncnc(N3CCC(C(=O)NNC(=O)c4ccccc4Cl)CC3)c2c1C,-1.4,-5.0,-2.2,5.7,-20.7,35.5,22.3,18.3
Cc1cccc(-c2cc3nc4c(c(N5CCOCC5)n3n2)CCCC4)c1,-90.0,-0.2,-1.5,13.7,-235.4,64.5*,58.3*,10.6
COc1ccc(N(CC(=O)N/N=C/c2ccc(OC3CSC3)cc2)S(=O)(=O)c2ccccc2)cc1,-7.0,-1.6,2.8,-2.3,-10.7,-30.1,14.7,0.6
O=[N+]([O-])c1cc(C(F)(F)F)ccc1NCCCCNS(=O)(=O)c1ccc(Cl)cc1,-11.6,-1.1,-1.4,-6.2,10.5,23.1,12.7,10.2
Cc1ccc(-c2ccc(=O)n(CC(=O)NCCN3CCCCC3C)n2)cc1 (stereo not drawn),-4.5,-3.7,-2.6,-11.3,-20.9,-13.8,5.7,-6.9
O=C(/C=C/c1cccs1)N1CCc2ccccc21,-161.0,-3.1,-3.1,-1.0,-193.5,-144.8,22.3,6.9
COc1ccc(CNCCC(c2ccc(F)cc2)c2ccc(OC(C)C)cc2)cc1OC (stereo not drawn),8.1,-1.1,-0.9,25.8,0.2,92.6*,13.6,22.9
Cc1ccc(C(=O)N/N=C/c2ccc(OC(=O)c3ccccc3Cl)cc2)cn1,-16.1,2.0,0.6,-4.8,4.3,4.8,-15.2,0.5
Cc1ccc(NC(=S)N2CCC(NC(=O)C3CCCCC3)CC2)cc1C,-30.4,-3.6,-0.5,-15.7,-14.8,11.0,12.8,12.3
CC(C)NC(=O)CSc1nc2sccc2c(=O)n1-c1ccccc1,-5.0,0.3,1.3,-2.9,23.3,2.7,11.7,16.8
Cc1ccc(C(=O)CCS(=O)(=O)c2ccc(F)cc2)cc1,5.5,-3.2,4.4,15.2,-2.7,16.5,25.1,20.0
COc1ccc(-c2cc(C(=O)Nc3ccc(C(N)=O)cc3)c3ccccc3n2)cc1OC,10.8,7.3,0.7,15.3,5.1,10.0,3.1,15.5

# Part of the list above in order of length of the SMILES, smallest number first.
SMILES,Jurkat NFkB inh,UPR XBP1 act,UPR CHOP act,TIM10 inh,697 NFkB inh,Mdm2 MdmX PPI,tim23-1 inh,tim10-1 inh
O=C(/C=C/c1cccs1)N1CCc2ccccc21,-161.0,-3.1,-3.1,-1.0,-193.5,-144.8,22.3,6.9
CC(C)NC(=O)CSc1nc2sccc2c(=O)n1-c1ccccc1,-5.0,0.3,1.3,-2.9,23.3,2.7,11.7,16.8
COc1ccccc1/C=C1\SC(=O)N(CCC(=O)N2CCCCC2CCO)C1=O (stereo not drawn),4.1,-1.9,0.9,20.7,15.3,28.0,26.4,19.3
CCCNC(=O)c1ccccc1NC(=O)Cc1ccc(OC)c(S(=O)(=O)N2CCOCC2)c1,7.4,0.2,2.4,-10.4,-4.2,7.7,-5.8,-12.5
COCCCNC(=O)CC1C[C@H](C(=O)N2CCCCC2)[C@@]2(CCc3ccccc3)c3[nH]c4ccc(OC)cc4c3CCN2C1=O (stereo partly drawn),.,1.2,2.1,10.0,4.1,11.5,33.7,14.3

# Later entries.
SMILES,Jurkat NFkB inh,UPR XBP1 act,UPR CHOP act,TIM10 inh,697 NFkB inh,Mdm2 MdmX PPI,tim23-1 inh,tim10-1 inh
COc1ccc(-n2c(=O)c(CCC(=O)N3CCC(C)CC3)nc3ccccc32)cc1,7.5,-3.0,-1.3,7.3,11.0,7.3,30.6,19.7
COc1ccc(N2CCN(C(=O)CCS(=O)(=O)c3cccc4nsnc34)CC2)cc1,3.8,-1.5,-0.9,2.4,-3.0,14.1,17.2,12.7
O=C(Nc1ccccc1C(F)(F)F)c1ccccn1,5.7,2.1,1.4,-6.4,7.1,-8.8,0.3,9.6
COc1cc(/C=C2\SC(=O)N(c3ccc(O)cc3)C2=O)cc(OC)c1OC,-1.1,2.2,0.6,16.4,1.4,19.1,21.3,26.7
COc1cccc(CNC(=O)c2ccccc2SCC(=O)N2CCCC2)c1,16.5,-0.9,-0.2,12.2,5.2,-1.5,-0.7,-2.5
CC1=C(C(=O)OCc2ccccc2)C(c2ccccc2)NC(=O)N1CCCC(=O)O (stereo not drawn),20.1,-3.1,-0.8,1.9,15.0,-8.8,0.3,9.0
Cc1onc(-c2c(Cl)cccc2Cl)c1/C(N)=N/OC(=O)C(C)(C)C,1.4,-1.9,0.6,14.3,19.7,1.9,3.7,16.7
CCCN(CCC)S(=O)(=O)c1ccc(C(=O)O)cc1,6.8,-8.0,-2.2,6.1,-0.2,3.6,10.8,1.7
COc1cc(CN2CCN(CCCc3ccccc3)CC2CCO)cc(OC)c1 (stereo not drawn),-3.0,-4.8,-2.5,-11.2,-20.9,-47.0,12.1,6.4
CCC(C)c1ccccc1NC(=O)C(C)OC(=O)CN1C(=O)NC(C)(C)C1=O (stereo not drawn),-11.1,2.5,-0.6,-5.2,-14.7,-2.4,-2.8,-19.6
Cc1nc2ccc(NS(=O)(=O)c3ccc(F)c(C)c3)cc2[nH]1,27.1,-4.8,-1.8,-8.1,-21.0,18.4,-17.4,-7.7
O=S(=O)(Oc1ccc(Cl)cc1)c1cccc2cccnc12,-8.4,2.8,1.3,-14.1,-27.4,-37.5,15.2,4.4
CCOC(=O)Nc1ccccc1C(=O)N1CCOCC1,-6.6,-0.5,-1.2,-25.1,-8.0,-9.2,18.6,5.6
Cc1ccc(/C(O)=C2\C(=O)C(=O)N(C)C2c2cccc([N+](=O)[O-])c2)cc1 (stereo not drawn),8.3,-3.2,1.0,6.5,7.4,-0.4,8.1,11.3
CCC1(c2ccccc2)NC(=O)N(CC(=O)Nc2ccc(N3CCOCC3)cc2)C1=O (stereo not drawn),-6.7,-1.8,-0.3,-2.8,9.2,19.7,-9.7,-9.1
CN=C1SC(CC(=O)Nc2ccc(C(=O)O)cc2)C(=O)N1C (stereo not drawn),6.5,-2.1,-0.9,-14.7,8.6,27.7,-8.6,2.4
COc1ccc(NC(=O)C2CCN(S(=O)(=O)c3ccc4c(c3)NC(=O)C(C)S4)CC2)cc1 (stereo not drawn),-2.9,-7.4,8.3,-11.3,-16.2,10.3,15.9,11.3
CCC(C)Sc1ccc([C@@H]2[C@@H]3C(=O)N(CC)C(=O)[C@@H]3[C@]3(C(=O)OC)CCCCN23)cc1 (stereo partly drawn),-0.8,0.5,0.5,7.0,-6.1,31.6,14.5,20.6
Cc1ccc(S(=O)(=O)N2CCOCC2)cc1C(=O)N1CCN(c2ncccn2)CC1,-3.5,1.1,-0.8,1.0,0.1,16.2,2.2,3.5
N#CCCn1cc(/C=N/O)c(-c2ccc(F)cc2)n1,-9.8,-4.5,1.3,-19.3,-3.9,26.1,-6.7,-8.5
Cc1nc2ccc(S(=O)(=O)NCC(=O)Nc3ccc(F)cc3)cc2s1,-7.7,-8.6,3.0,3.2,-4.0,17.6,5.1,6.1
COc1ccc(/C=N\NC(=O)c2ccccc2F)cc1COc1ccc(F)cc1,24.7,-1.3,0.6,-3.2,-17.0,30.7,-6.8,2.0
CCN(CC)C(=O)CSc1nnc(-c2cccc(OC)c2)o1,-18.8,1.9,1.2,1.3,-4.2,22.7,-2.1,25.6
O=C(c1ccco1)N1CCN(Cc2ccc(Cl)cc2)CC1,-7.2,-1.1,-1.7,-20.4,12.8,27.6,-5.2,-3.8
O=C(NNc1ccc(C2CCCCC2)cc1)C(O)(c1ccccc1)c1cccs1 (stereo not drawn),-16.3,-1.0,-2.4,-2.7,-46.9,-9.2,36.4,29.9

# (next part)
SMILES,Jurkat NFkB inh,UPR XBP1 act,UPR CHOP act,TIM10 inh,697 NFkB inh,Mdm2 MdmX PPI,tim23-1 inh,tim10-1 inh
COC(=O)C1C(=O)c2c([nH]c(C(=O)OC3CCCC3)c2C)CC1C (stereo not drawn),-178.0,1.9,5.4,23.6,-207.8,-72.9,34.1,20.9
COc1cc(/C=C(\C#N)c2nc3ccccc3o2)ccc1O,-8.2,-0.5,1.7,-19.7,-34.5,-6.9,41.3,13.6
O=C(NCC1(N2CCOCC2)CCCCC1)c1ccc(Cl)c(S(=O)(=O)NCc2ccco2)c1,2.8,-2.4,-1.3,-7.3,4.4,11.9,2.4,11.1
O=C(CCNC(=O)c1ccco1)Nc1ccc(F)c(Cl)c1,6.6,2.5,-1.0,3.9,-21.1,-16.5,0.0,-19.0
Cc1c(Cl)cccc1NC(=O)COc1ccc(S(=O)(=O)N2CCOCC2)cc1,-10.2,-2.3,-0.1,3.6,-28.9,14.7,27.4,16.8
CCOC(=O)c1cnc(SCC(=O)N2CCC(C(N)=O)CC2)nc1N,7.0,0.3,0.8,2.4,5.2,-10.4,-2.4,-9.0
Cc1nc2nc(SCC(=O)N3CCOCC3)nn2c(C)c1Cc1ccccc1,-6.2,2.6,0.1,-9.9,-3.0,-38.5,5.8,9.1
Cn1c(=O)c2ncn(CC(=O)NCCC3=CCCCC3)c2n(C)c1=O,11.3,-0.6,0.2,5.3,5.8,-6.2,0.2,2.3
CCC(CC)C(=O)Nc1cccc(C(=O)Nc2ccc(S(=O)(=O)Nc3ccc(C)cc3)cc2)c1,8.2,5.7,3.5,2.5,-37.3,22.2,6.7,20.3
Cc1ccc(S(=O)(=O)Nc2nc3ccccc3nc2NCC2CCCO2)cc1 (stereo not drawn),-5.1,-2.0,-1.4,-6.1,27.2,3.0,17.5,8.9
CCCCc1ccc(NC(=O)c2ccc(N(C)S(C)(=O)=O)cc2)cc1,50.1*,0.2,-0.7,-25.2,-29.7,23.9,1.5,-0.2
O=S(=O)(N1CCCCC1)n1nnc2ccccc21,-12.2,-1.1,-2.1,-2.0,18.5,0.9,-2.2,3.1
